Compound activity from PubChem BioAssay.
JMJD2C inh: inhibitors of GASC-1 histone demethylase, primary screen, biochemical, fluorescence, DELFIA europium | Lysine-specific demethylase 4C (Homo sapiens), Q9H3R0 | GST-JMJD2C(1-420) H3K9me3 demethylation | inhibition, % at 2.35 µM | 0.069% of 330,000 active | AID 2099, 2009;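 active = more than half of a compound's replicate wells show inhibition beyond 50%, single wells judged on their own value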;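 note: signal counts dimethyl H3K9 product captured on neutravidin plate; 0% = median of DMSO wells and 100% = 0.3 times that DMSO median; strong numbers were not always called active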
LAP4-GFP MLPCN: modulators of LAP4-GFP expression in yeast, primary screen, S. cerevisiae, multiplex flow cytometry, MLPCN library; AID 2023, 2009; GFP response vs DMSO, % at 10 µM; 3 h; median GFP as percent of DMSO wells; 0.34% of 320,000 active;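 active = GFP response vs DMSO above a set limit, about the screen mean plus 3 SD, cut at about 150% in these data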
AHR act: AHR activators, primary screen, cell-based, luminescence, luciferase reporter, human; Aryl hydrocarbon receptor (Homo sapiens), P35869; AHR-responsive luciferase reporter cells; activation, % at 5 µM; 2.5% of 320,000 active; in the data active = activation above about 47%;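 note: 0% = vehicle wells and 100% = reference agonist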
Target sequence (P35869 whole entry, looked up): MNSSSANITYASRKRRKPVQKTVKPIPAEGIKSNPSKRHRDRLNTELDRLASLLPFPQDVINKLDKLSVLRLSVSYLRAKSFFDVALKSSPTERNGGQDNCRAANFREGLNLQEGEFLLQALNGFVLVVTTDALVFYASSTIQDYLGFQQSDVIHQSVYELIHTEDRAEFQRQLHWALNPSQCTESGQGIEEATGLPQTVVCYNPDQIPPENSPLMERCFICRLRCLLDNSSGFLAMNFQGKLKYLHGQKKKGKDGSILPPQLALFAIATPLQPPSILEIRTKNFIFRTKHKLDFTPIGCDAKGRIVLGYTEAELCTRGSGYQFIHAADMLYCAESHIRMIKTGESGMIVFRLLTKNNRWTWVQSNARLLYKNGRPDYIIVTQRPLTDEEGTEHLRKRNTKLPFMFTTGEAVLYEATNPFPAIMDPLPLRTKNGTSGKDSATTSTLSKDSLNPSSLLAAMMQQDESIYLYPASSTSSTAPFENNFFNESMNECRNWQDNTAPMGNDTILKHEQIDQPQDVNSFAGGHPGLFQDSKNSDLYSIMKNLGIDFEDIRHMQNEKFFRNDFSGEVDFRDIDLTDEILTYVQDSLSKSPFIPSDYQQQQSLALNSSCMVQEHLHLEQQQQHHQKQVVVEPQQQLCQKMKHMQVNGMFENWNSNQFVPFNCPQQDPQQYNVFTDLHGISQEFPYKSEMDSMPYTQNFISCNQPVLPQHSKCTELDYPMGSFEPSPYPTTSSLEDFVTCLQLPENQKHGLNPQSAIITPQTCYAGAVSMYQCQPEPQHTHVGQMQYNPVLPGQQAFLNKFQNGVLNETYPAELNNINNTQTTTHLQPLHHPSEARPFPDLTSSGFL
MEP2 TOR yeast: modulators of MEP2-GFP levels in yeast, primary screen, S. cerevisiae, multiplex flow cytometry, MLPCN library. GFP response vs DMSO, % at 10 µM. AID 2016, 2009. 0.51% of 330,000 active. S. cerevisiae MEP2-GFP strain, 3 h; 100% = DMSO control level;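 active = GFP response versus DMSO above a set limit, roughly screen mean plus 3 SD, cut at about 180% in these data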;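 note: median GFP fluorescence of the barcode-gated MEP2-GFP cells per well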
RPL19A TOR yeast: RPL19A-GFP expression modulators in yeast, primary screen, cell-based, S. cerevisiae, multiplex flow cytometry, MLPCN; AID 2025, 2009; S. cerevisiae RPL19A-GFP strain, 3 h; stronger effect = lower value; percent response vs DMSO, % at 10 µM; 0.3% of 330,000 active;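 active = percent response vs DMSO below 50%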;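 note: median channel GFP fluorescence of the barcoded RPL19A-GFP strain; ratio of sample median GFP to plate DMSO average so 100% = DMSO; lower means less RPL19A-GFP as with rapamycin TOR inhibition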
Yeast superoxide: reduction of superoxide in aged yeast, primary screen, HTS | S. cerevisiae aged cells, superoxide DHE fluorescence; stronger effect = lower value | superoxide response (% of plate mean), % at 10 µM | 0.18% of 330,000 active | AID 2690, 2010;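 active = superoxide response under a set limit, about three screen SD below normal, cut at about 65% in these data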;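 note: yeast aged for seven days with compound at 30 °C before DHE staining; 100% = average MFI of all compound-treated wells on the plate with controls excluded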
proCasp3 act: activators of human procaspase-3 D3A mutant, primary screen, biochemical, absorbance, PC-3 D3A mutant, single concentration | 0.11% of 330,000 active | Caspase-3 (Homo sapiens), P42574 | activation, % at 8.5 µM | recombinant procaspase-3 D3A, Ac-DEVD-pNA absorbance 405 nm;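 active = activation above the mean of all tested compounds plus 3 SD, cut at about 21% in these data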;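 note: 0% = DMSO alone and 100% = DMSO wells spiked with extra 5 µM PC-3 D3A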
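Assay system: Procaspase-3 D3A mutant, all three cleavage aspartates alanine. Buffer or medium: Zinc-free HEPES saline buffer with Triton X-100. Times: 1 h compound preincubation, 2 h substrate hydrolysis at 25 °C. Measured by: 405 nm absorbance of p-nitroaniline, reads at 0 and 120 min. Read-out basis: percent activation relative to control range. Replicates: singlicate.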
procasp7 counter: procaspase-7 activators, primary screen, counter-screen for procaspase-3 activator project, biochemical, absorbance, HTS, human; recombinant procaspase-7, Ac-DEVD-pNA absorbance 405 nm; D23A/D198A/D206A triple mutant, cannot self-cleave; scale: DMSO 0, 5 µM enzyme 100; activation, % at 8.5 µM; 0.093% of 330,000 active; AID 463210, 2010;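 active = percent activation above the screen-wide mean plus 3 SD, cut at about 25% in these data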
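Assay system: Uncleavable procaspase-7 mutant enzyme; Input: 2 µM procaspase-7 mutant as dispensed; Also added: DEVD-pNA substrate; Medium: Zinc-free HEPES pH 7.4 with 300 mM NaCl, 0.01% Triton X-100; Timing: 1 h compound preincubation, 2 h substrate cleavage, 25 °C; Measured by: Epi-absorbance of released pNA at 405 nm, two timepoints.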
Numbers without * were called inactive; nt = not tested or not shown; [ ] = another dose, or the depositor's remark.

mol	JMJD2C inh	LAP4-GFP MLPCN	AHR act	MEP2 TOR yeast	RPL19A TOR yeast	Yeast superoxide	proCasp3 act	procasp7 counter
Cc1ccc(-c2nn(-c3ccccc3)cc2C(=O)NCCCN2CCOCC2)cc1	nt	80.7	23.4	90.9	77.2	99.0	1.8	7.1
CC[C@]12c3[nH]c4ccccc4c3CCN1C(=O)C(CC(=O)NCc1ccco1)C[C@@H]2C(=O)N1CCN(C(=O)c2ccco2)CC1 (stereo partly drawn)	9.2	107.8	1.5	103.7	97.6	102.8	-1.4	7.9
CCOC(=O)NC(Nc1nc2ccccc2s1)(C(=O)OCC)C(F)(F)F (stereo not drawn)	-2.0	108.7	1.8	124.7	97.5	120.3	3.8	2.1
Cc1ccc(NC(=O)CSc2nc3c(c(=O)[nH]2)CN(Cc2ccc(F)cc2)CC3)cc1C	35.0	89.6	1.1	106.4	105.9	91.0	9.6	11.4
CN1C(=O)C2(N=c3ccccc3=N2)c2ccccc21	5.3	90.3	51.4*	94.6	90.1	112.7	7.7	3.5
Cc1noc(C)c1CSCC(=O)Nc1nc2c(F)cc(F)cc2s1	2.2	76.7[may fluoresce violet]	36.7	148.6[may fluoresce violet]	95.1[may fluoresce violet]	167.9	-6.0	-9.8
COc1cccc(OCC(=O)O/N=C(\N)c2ccc(OC)c(OC)c2)c1	-5.4	104.7	5.0	105.4	101.1	103.7	7.2	-10.2
O=C(Cc1ccccc1)Nn1cnc2ccccc21	-5.9	96.0	3.5	104.9	96.9	102.2	-0.8	-1.0
Oc1cccnc1Sc1cccc(C(F)(F)F)c1	14.1	99.9	2.9	110.5	104.2	101.5	-1.2	-5.4
CCn1c(CNC(=O)COc2ccc(C(C)C)cc2)nnc1SCC(=O)Nc1cc(F)ccc1C	0.8	97.8	-0.1	98.2	98.0	104.0	-0.3	6.5
Cc1cn(CCOc2ccc(Cl)cc2)c(=O)[nH]c1=O	-1.6	88.5	-2.8	94.7	103.2	104.2	8.0	7.8
CC(=O)NC(c1ccccc1)c1cc(Cl)c2cccnc2c1O (stereo not drawn)	12.3	81.5	-0.4	100.0	100.3	89.6	6.6	0.9
Cc1cccc2cc(COC(=O)c3cccnc3)c(=O)[nH]c12	1.5	107.0	5.0	103.0	104.9	101.8	-1.8	13.9
O=S(=O)(NCc1cccs1)c1ccc(Cl)s1	5.2	98.5	0.5	102.3	104.3	97.3	-0.8	0.8
O=C(CSc1nnc(-c2cccs2)o1)N1CCc2ccccc21	10.6	115.0	10.7	110.8	103.4	105.8	3.5	2.7
COc1ccccc1NC(=O)N1CCCC1C(=O)NCCc1ccccc1 (stereo not drawn)	-8.8	92.6	-3.2	110.1	103.1	109.0	-3.9	2.4
CCc1ccc2[nH]c(C(=O)N(C)c3ccc(F)cc3F)cc2c1	13.2	103.3	18.6	108.7	105.5	87.3	0.5	-3.9
CCOc1ccc2nnc(-c3ccc(Br)cc3)n2n1	-0.5	104.8	20.8	89.3	91.3	132.7	8.6	2.6
O=C(c1ccco1)N1CCN=C1SCc1c(F)cccc1Cl	-0.8	90.6	0.9	106.6	103.6	96.2	-2.8	9.0
CC1CCN(C(=O)c2[nH]cnc2C(=O)NCc2ccc(CNC(=O)OC(C)(C)C)cc2)CC1	25.1	101.8	0.1	95.7	94.3	102.0	-1.7	1.5
O=C1CCCc2c1cc(C(=O)NCCCN1CCOCC1)c(=O)n2-c1ccc(Cl)cc1	0.5	91.5	0.0	97.0	96.4	100.3	-0.6	6.2
CS(=O)(=O)c1[nH]nc(-c2ccccc2Cl)c1C#N	3.6	114.0	0.5	103.2	102.6	105.6	4.4	-1.2
CC(C)c1ccc(NC(=O)CSc2nc(=O)[nH]c3c2CCCC3)cc1	74.1	98.6	5.6	101.5	101.2	102.5	5.9	-1.0
COc1ccc(S(=O)(=O)Nc2ccccc2Cl)cc1NC(C)=O	24.7	111.0	-1.0	98.6	106.7	99.3	3.5	1.3
Cc1cccc(NC(=S)N(CCCN2CCOCC2)Cc2cn(C)c3ccccc23)c1	-6.2	99.3	3.4	107.5	108.3	89.7	-4.8	2.2

mol	JMJD2C inh	LAP4-GFP MLPCN	AHR act	MEP2 TOR yeast	RPL19A TOR yeast	Yeast superoxide	proCasp3 act	procasp7 counter
COC(=O)c1ccccc1S(=O)(=O)N1CCC(C(=O)OCC(=O)NC2CCCCC2C)CC1 (stereo not drawn)	nt	109.3	-1.2	101.4	100.1	87.2	3.5	1.2
COc1ccccc1C(CNC(=O)C1COc2ccccc2O1)N1CCCC1 (stereo not drawn)	0.9	101.0	9.0	98.0	98.2	109.5	-3.1	9.9
COc1cccc(/C=c2\sc3nc(-c4cccs4)nn3c2=O)c1OC	-5.2	113.0	2.9	104.8	114.1	106.5	-2.0	3.4
CCc1nnc(NC(=O)CSc2nc(-c3ccccc3)nc3ccccc23)s1	6.2	87.3	5.9	99.2	100.8	87.4	-5.9	-5.7
Cc1cc(C)c(S(=O)(=O)NC2CC(C)(C)NC(C)(C)C2)cc1C	-0.4	98.3	2.9	102.4	100.1	98.6	2.6	-0.5
Cc1ccc(S(=O)(=O)N2CCN(C(=O)Cn3c(=O)oc4ccccc43)CC2)cc1	11.0	103.8	10.4	98.5	99.1	103.4	4.8	0.7
COc1cccc(/C=N/NC(=O)C(=O)NCc2ccco2)c1O	-2.9	97.0	2.0	107.6	99.6	100.1	-3.2	-11.2
CN(CC(=O)Nc1ccc(Cl)c(C(F)(F)F)c1)C(=O)c1cn2ccccc2n1	0.1	100.2	0.5	97.3	99.3	99.2	9.1	-0.8
Cc1ccc(S(=O)(=O)Cc2ccccc2Cl)cc1	4.3	90.1	-6.2	90.3	100.3	92.5	5.4	-3.2
Cc1ccc(NC(=O)CNC(=O)c2ccc(Br)o2)nc1	3.2	110.2	11.0	94.1	95.3	103.7	-5.2	7.4
COc1ccccc1/C=c1\sc2nc(-c3ccco3)nn2c1=O	17.7	124.6	11.2	118.0	100.0	107.6	-7.5	-5.1
Cc1cccc(C(C)C)c1NS(=O)(=O)c1cn(C)nc1C	1.4	103.9	-3.6	104.6	103.2	99.1	1.2	2.5
O=C(CCCN1C(=O)C2CC=CCC2C1=O)Nc1ccccc1F (stereo not drawn)	0.4	86.3	1.9	118.4	119.1	91.4	8.6	-11.3
CN(C)C(=O)COC(=O)c1ccccc1Sc1ccccc1C#N	3.8	100.7	0.3	104.7	101.9	101.0	-3.4	0.7
CCOC(=O)Cc1csc(SCn2nnc3ccccc3c2=O)n1	2.2	148.0	1.6	104.7	90.8	122.2	-13.2	-3.5
CCOC(=O)c1c(C)[nH]c(C(=O)COC(=O)Cn2cc(C(F)(F)F)ccc2=O)c1C	0.8	108.2	0.8	101.1	99.5	114.6	2.2	-5.6
COc1cc(OC)cc(C(=O)N[C@H](C(=O)NCCc2c[nH]c3ccccc23)C(C)C)c1	-7.0	101.5	15.5	105.9	101.1	85.2	-3.2	-4.0
CS(=O)(=O)N(CC(O)Cn1c2ccccc2c2ccccc21)c1cccc2ccccc12 (stereo not drawn)	-6.8	103.6	11.4	105.1	98.5	94.2	-2.7	7.6
Cc1ccc(CC(=O)N2CCN(S(=O)(=O)c3ccccc3)CC2)cc1C	7.8	102.4	2.6	98.7	95.0	101.8	2.4	1.8
CC(C)(C)c1ccc(NC(=O)C2CCCN(c3cnccn3)C2)cc1 (stereo not drawn)	0.5	92.1	44.7	112.3	108.6	117.5	5.7	-5.1
Cc1ccc(C)c(S(=O)(=O)N2CCN(C(=O)[C@H](Cc3ccccc3)NC(=O)c3ccco3)CC2)c1	3.0	98.0	0.4	105.1	100.4	94.8	-1.4	6.4
C[C@H](CO)N1C[C@H](C)[C@@H](CN(C)CC2CCCCC2)Oc2c(NS(=O)(=O)c3cccs3)cccc2C1=O	-9.3	86.4	-0.7	92.8	98.3	128.2	10.2	-8.0
CS(=O)(=O)N(CC(=O)O)c1ccc(C23CC4CC(CC(C4)C2)C3)cc1	-0.1	105.3	-1.1	94.8	97.3	99.8	-3.7	4.3
CCC(NC(=O)c1ccccc1NC(=O)c1ccc(OC)cc1)C(=O)N1CCCC1 (stereo not drawn)	-9.0	108.4	20.6	101.2	102.4	97.6	-2.2	-1.0
C=C(c1ccccc1)c1ccccc1N	-0.2	93.1	0.8	102.5	101.1	104.8	1.8	3.3

Arranged by value in LAP4-GFP MLPCN (ascending): 3 from the list above.
structure	LAP4-GFP MLPCN
Cc1ccc(S(=O)(=O)Cc2ccccc2Cl)cc1	90.1
CS(=O)(=O)N(CC(=O)O)c1ccc(C23CC4CC(CC(C4)C2)C3)cc1	105.3
COC(=O)c1ccccc1S(=O)(=O)N1CCC(C(=O)OCC(=O)NC2CCCCC2C)CC1 (stereo not drawn)	109.3

Going on with the list:
mol	JMJD2C inh	LAP4-GFP MLPCN	AHR act	MEP2 TOR yeast	RPL19A TOR yeast	Yeast superoxide	proCasp3 act	procasp7 counter
COc1ccc(NC(=O)c2nc[nH]c2C(=O)N2CCC(C)CC2)cc1	-7.0	126.9	34.3	95.5	102.3	81.6	-1.1	-0.4
Cc1cccc(NC(=O)CN2C(=O)N/C(=C/c3cc(C)n(-c4cccnc4)c3C)C2=O)c1	-15.2	101.5	34.6	107.2	98.6	102.8	0.9	0.2
O=C(COc1ccc2c(-c3ccccc3)cc(=O)oc2c1)NCCCN1CCOCC1	-1.1	90.2	3.4	104.2	93.1	91.3	6.1	2.3
C[C@@H](NCCc1ccc(O)cc1)[C@@H](O)c1ccc(O)cc1	6.8	106.4	-0.3	101.0	101.5	104.6	5.0	2.1
CC(=O)n1cc(N(C(=O)CCl)c2ccccc2)c2ccccc21	5.9	124.7	13.8	111.1	106.5	85.4	3.8	0.0
Cc1cc(-n2c(SCC(=O)Nc3ccc(F)c(F)c3)nc3n[nH]c(C)c3c2=N)ccc1Cl	4.5	101.8	25.8	95.1	98.0	101.4	5.1	5.4
Cc1cc(N2C3CCC2CC(O)(c2ccc(F)cc2)C3)nc(-c2ccccc2)n1 (stereo not drawn)	7.5	96.4	1.0	100.7	98.4	96.2	0.6	-7.4
CN1CCN(NC(=O)CSc2ccc(Cl)cc2Cl)CC1	-1.0	96.8	3.1	107.7	107.1	105.9	9.1	-3.2
COc1ccc(C(CNC(=O)c2ccc(S(=O)(=O)N3CCCC3)cc2)N(C)C)cc1OC (stereo not drawn)	-2.3	96.0	-0.9	105.9	94.2	99.3	3.0	7.0
N/C(Cn1cncn1)=N\NC(=O)C(=O)Nc1cccc(C(F)(F)F)c1	-6.7	102.9	12.5	106.7	103.7	93.2	1.6	-4.6
O=C(O)c1cc2n(n1)C(C(F)(F)F)CC(C1CC1)N2 (stereo not drawn)	10.2	90.0	-1.1	95.8	106.2	84.9	-1.8	4.9
